Source: PubChem (University of Kansas High Throughput Screening Laboratory)
mHTT CaM bind = disrupts binding of mutant huntingtin to calmodulin; inhibition, % at 15 µM; AID 1671202; P42858; 3.6% of 190,000 active; AlphaScreen His-mHTT/GST-CaM binding, luminescence;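 note: 0% = both proteins with DMSO and 100% = one protein alone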
Pf apPOL block = Pf-apPOL DNA polymerase inhibition. inhibition, % at 10 µM. 0.25% of 210,000 active. Recombinant Pf-apPOL, molecular beacon fluorescence, 1.5 h
* marks the source's active call; other numbers are inactive results; . = no result given. Cut-off read from the data, not from the text of the source: active = inhibition above about 50%; inactive = the rest. These rows are one share of the data; count on the stated rates, not on these rows.

SMILES,Pf apPOL block,mHTT CaM bind
O=S(=O)(CCc1noc(-c2cc(F)cc(F)c2)n1)c1ccccc1,2,-13
Cc1nc2cc(-c3noc(-c4ccccc4C)n3)ccc2o1,1,-14
O=C(C1CCC1)N1CCCC(OCc2nc(-c3ccccc3)no2)C1 (stereo not drawn),-15,-10
CC(=O)Nc1ncc([N+](=O)[O-])s1,5,.
CN1C(=O)Cc2cc(C(=O)NCc3ccccc3C(F)(F)F)ccc21,-4,6
CC(=O)c1sc(NC(=O)c2c[nH]c3ccccc3c2=O)nc1C,5,-1
Cc1ccnc(NC(c2cccc(O)c2)c2ccc3ccc(C)nc3c2O)c1 (stereo not drawn),-5,93*
CCc1nc2cc(-c3noc(-c4cccnc4)n3)ccc2o1,4,-15
CCc1cccc(C)c1NC(=O)Cn1c(CC)nc2c(c1=O)CN(Cc1ccccc1)CC2,0,0
CCc1cccc(NC(=O)N2CCCC2c2nc(-c3ccccc3OC)no2)c1 (stereo not drawn),-2,4
O=C(c1ccco1)N1CCC(OCc2nc(C3CC3)no2)CC1,-4,-5
COCCCNC(=O)C1(C)CCC(=O)N1CCc1c[nH]c2ccccc12 (stereo not drawn),-5,-6
c1cc(CN2CCN(c3cnn4c(C5CC5)nnc4c3)CC2)cs1,0,1
CCCNc1cc(N2CCC(CCC(=O)NCc3ccc(F)cc3)CC2)ncn1,-2,1
CC1CCc2cc(F)ccc2N1C(=O)C12CCC(C1)C(C)(C)C2=O (stereo not drawn),-3,-4
Cc1c(-c2noc(-c3ccc(F)cc3)n2)nnn1-c1ccc(F)cc1,0,1
CC(=O)O[C@H]1Cc2ccccc2N(C(N)=O)c2ccccc21,-3,.
O=C(O)CNC(=O)c1ccccc1,-8,-8
COC(=O)c1sc(-c2ccccc2)cc1NC(=O)c1ccccc1[N+](=O)[O-],1,5
COC(=O)C1CCN(S(=O)(=O)CCCOc2cccc3c2OC(C)(C)C3)CC1,-7,-7
CCOc1ccccc1NC(=O)N1CCc2cn(C)c3cccc(c23)C1,-2,44
Cc1cc(C)n(-c2ccc(C(=O)Nc3ccc(O)cc3)cn2)n1,-2,18
Cc1cc(=O)n(-c2ccccc2)[nH]1,12,16
COC(=O)c1sccc1NC(=O)N1CCCn2nc(-c3cccc(Cl)c3)cc2C1,-3,7
O=C(Nc1ccccc1)N1CC(c2nc3ccccc3[nH]2)C1,-10,-12
COc1ccc(S(=O)(=O)N2CCCC(C)(C(=O)NCc3cccc(OC)c3)C2)cc1 (stereo not drawn),-4,-2
O=C1NCCOc2ccc(NS(=O)(=O)c3ccc(F)c(Cl)c3)cc21,-6,-11
COc1ccc(S(=O)(=O)Nc2c(C)cc(C)cc2C)cc1,4,.
COc1ccc(OCC(=O)Nc2cc(-c3nc4ccccc4s3)ccc2C)cc1,-8,2
COc1ccc(C(=O)Nc2cccn3nc(C)nc23)cc1,-3,-1
CCOC(=O)C1C2C=CC3(CN(c4ccccc4C)C(=O)C13)O2 (stereo not drawn),-4,8
CN(C)c1ccc2ncc(=O)n(C)c2n1,-5,-3
O=C(CSCc1ccccc1)NCC1CCN(C(=O)Oc2ccccc2)CC1,-8,1
O=C(NCCN1CCc2ccccc2C1)c1cccc(N2CCNC(c3ccccc3)C2)n1 (stereo not drawn),-4,1
COc1ccc(C(O)CN2CCN(c3ccc(C)cc3)CC2)cc1 (stereo not drawn),-6,7
O=C(CCCS(=O)(=O)c1ccccc1)Nc1nnc(-c2ccsc2)o1,-5,40
CC(C)c1ccc(N2C(=O)SC(c3ccccc3)C2=O)cc1 (stereo not drawn),0,.
CCC(=O)N1CCc2ccccc2C1C(=O)NCc1ccc(Br)cc1 (stereo not drawn),-5,-2
COCCC1CCN(C(=O)COc2ccc(Cl)cc2)CC1,-4,2
NC(=O)Cc1csc(SCC(=O)c2ccc3c(c2)OCO3)n1,-6,-7
CCCC(=O)NC1CCN(c2ccccc2)C1=O (stereo not drawn),3,-12
CC(C)CNC(=O)C1COC2(CCCCC2)N1C(=O)c1ccccc1C(F)(F)F (stereo not drawn),-2,-2
CCOc1ccc2nc(NC(=O)CCc3csc(NC(=O)c4ccco4)n3)sc2c1,-2,9
O=C(Nc1ccc(C(=O)O)c(O)c1)c1ccccc1,-5,3
NC(=NCc1ccccc1)NC(=O)c1nc(Cl)c(N)nc1N,10,.
CC1CCN(C(=O)c2ccc3c(c2)CC(=O)N3C)CC1,2,8
Cc1c(NC(=O)c2ccccc2-c2ccccc2C(=O)O)c(=O)n(-c2ccccc2)n1C,6,-3
CCCCC1C(=O)N(c2ccccc2)N(c2ccccc2)C1=O,5,.
Cc1cccc2nnc(N3CCN(C(=O)c4ccc(C(F)(F)F)cc4)CC3)n12,-7,-1
CSc1ccc(Cc2nnc(NC(=O)c3nn(C)cc3C)o2)cc1,-32,15

6 consecutive compounds already listed, for reference:
SMILES,Pf apPOL block,mHTT CaM bind
CCOc1ccc2nc(NC(=O)CCc3csc(NC(=O)c4ccco4)n3)sc2c1,-2,9
O=C(Nc1ccc(C(=O)O)c(O)c1)c1ccccc1,-5,3
NC(=NCc1ccccc1)NC(=O)c1nc(Cl)c(N)nc1N,10,.
CC1CCN(C(=O)c2ccc3c(c2)CC(=O)N3C)CC1,2,8
Cc1c(NC(=O)c2ccccc2-c2ccccc2C(=O)O)c(=O)n(-c2ccccc2)n1C,6,-3
CCCCC1C(=O)N(c2ccccc2)N(c2ccccc2)C1=O,5,.

The listing picks up, starting 4 compounds before the break.
SMILES,Pf apPOL block,mHTT CaM bind
Cc1c(NC(=O)c2ccccc2-c2ccccc2C(=O)O)c(=O)n(-c2ccccc2)n1C,6,-3
CCCCC1C(=O)N(c2ccccc2)N(c2ccccc2)C1=O,5,.
Cc1cccc2nnc(N3CCN(C(=O)c4ccc(C(F)(F)F)cc4)CC3)n12,-7,-1
CSc1ccc(Cc2nnc(NC(=O)c3nn(C)cc3C)o2)cc1,-32,15
O=S(=O)(Nc1ccc(F)cc1)c1ccc(F)cc1,-5,-7
COc1cccc(C2CC(=O)Nc3n[nH]c(C)c32)c1OCc1cccc(C)c1 (stereo not drawn),2,11
Cc1cccc(NC(c2ccccc2F)c2ccc3ccc(C)nc3c2O)n1 (stereo not drawn),-4,71*
CCNC(=O)C1CCc2sc(C(=O)N3CCCC3)cc2C1 (stereo not drawn),0,-3
O=C(NC1CC1)c1ccc(OCC2CCN(C(=O)c3cc(F)ccc3Cl)CC2)cc1,-20,1
COc1ccccc1OCCNCC(O)COc1cccc2[nH]c3ccccc3c12 (stereo not drawn),-12,.
COc1cccc(CNC(=O)C2(C)CCCN(S(=O)(=O)c3ccccc3C)C2)c1 (stereo not drawn),-4,-7
COc1ccc(/C=c2\sc3n(c2=O)CN(c2ccccc2)CN=3)cc1,3,1
COc1cccc(C(=O)CSc2ccc(-n3nc(C)cc3C)nn2)c1,-3,-28
Cn1c(=O)c2c(ncn2CCO)n(C)c1=O,-9,-6
COCCCNC(=O)C1CCCN(C(=O)c2cccc(C(F)(F)F)c2)C1 (stereo not drawn),1,28
Cc1noc(C2CN(C(=O)NC(C)(C)C)CC23CCOCC3)n1 (stereo not drawn),-2,1
COc1cccc(-c2cn3ccn(-c4ccc(F)c(Cl)c4)c(=O)c3n2)c1,-2,-5
Cc1nnc(NC(=O)CN(C)c2nc3c(Cl)cccc3s2)s1,-2,-4
O=C(c1ccc2cc[nH]c2c1)N1CCC(c2nc(-c3ccccc3)no2)C1 (stereo not drawn),-3,27

Single records, as listed above:
Results for Cc1noc(C2CN(C(=O)NC(C)(C)C)CC23CCOCC3)n1 (stereo not drawn) = Pf apPOL block: -2; mHTT CaM bind: 1
Results for O=C(c1ccc2cc[nH]c2c1)N1CCC(c2nc(-c3ccccc3)no2)C1 (stereo not drawn) = Pf apPOL block: -3; mHTT CaM bind: 27
